# Bioassay records as filed in PubChem BioAssay.
# GAA glycogen – qHTS Assay for Inhibitors and Activators of Human alpha-Glucosidase Cleavage of Glycogen; Lysosomal alpha-glucosidase (Homo sapiens), P10253; recombinant GAA, glycogen substrate, Amplex Red glucose oxidase fluorescence; Potency, µM (doses to about 76.4 µM), for inactives: top-dose activity change, negative = inhibition, usual class: inhibitors; actives 0.38% (n = 300,000); active means well fitted inhibition curve with a large enough effect; inconclusive means small, poorly fitted or top-dose-only effect, or another doubt; inactive means no such curve, though single readings can be large or run the other way;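 further: 0% = full enzyme reaction and -100% = no-enzyme basal signal; the screen sought inhibitors and activators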
#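 Recombinant human alpha-glucosidase (4 nM final) hydrolysed bovine liver glycogen (30 ug) for 40 min at 37 C in pH 5.0 citrate/phosphate with 0.01% Tween-20. Released glucose detected by glucose oxidase/Amplex Red, Ex 573/Em 610 nm. Compounds up to 77 uM; AC50 from Hill fits.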
# * = called active by the depositor; ? = inconclusive; & = joins results of further samples; [ ] = another dose, or the depositor's remark. Potency means the concentration at half of the fitted maximal effect. Only part of the results is shown (hit frequency here may not be typical).
SMILES,GAA glycogen
COc1ccc(S(=O)(=O)N(C)CC(=O)NCc2ccccc2)cc1OC,1%
CC(=O)N1c2ccc(S(=O)(=O)NCCC(=O)NCCc3ccc(Cl)cc3)cc2CC1C (stereo not drawn),-11%[76.3 µM]
Fc1ccccc1-c1nc(-c2ccncc2)no1,1%[76.3 µM]
Cc1ccc(S(=O)(=O)c2cn(C)c3cc(N4CCN(C)CC4)c(F)cc3c2=O)cc1,-3%&0%[76.3 µM]
CC(C)Cc1nnc(NC(=O)CCC(=O)NC2CCCCCC2)s1,-4%[76.3 µM]
C=C(C)COc1ccc(-c2ncnc(C(F)(F)F)c2-c2ccccc2)c(O)c1,-3%
COc1ccccc1C(=O)Nc1ccnn1C1CCN(Cc2ccc3nonc3c2)CC1,6%[76.3 µM]
Cc1ccc(NC(=O)c2oc3ccccc3c2NC(=O)c2cc3ccccc3o2)cc1,-15%[76.3 µM]
Cc1cccc(/C=N/NC(=O)c2ccc(NC(=O)c3cccc(Cl)c3)cc2)n1,0%
Cc1ccc(Cn2c(C(C)Nc3nc(-c4ccc(C)cc4)cs3)nc3cc(Cl)c(Cl)cc32)cc1 (stereo not drawn),-16%[76.3 µM]
Cc1ccc(NC(=O)[C@H]2O[C@@H]3OC(C)(C)O[C@@H]3[C@H]3OC(C)(C)O[C@H]32)cc1F,16%[76.3 µM]
COc1ccccc1CNC(=O)C1CCC(CNS(=O)(=O)c2ccc(F)cc2)CC1 (stereo not drawn),4%
COc1ccc(CCNC(=O)c2oc3ccc(OC)cc3c2C)cc1,-6%[76.3 µM]
COC(=O)c1ccc(C(=O)OC)c(NC(=O)CCS(=O)(=O)Cc2ccccc2)c1,-11%[76.3 µM]
Cc1ccc(S(=O)(=O)N(C)CC(=O)N2CCC(C(N)=O)CC2)cc1,-5%[76.3 µM]
Clc1c2c(nc3ccccc13)CCC2,0%
COc1ccc(NC(=O)c2ccco2)cc1NC(=O)c1ccc(C#N)cc1F,-7%&-9%[76.3 µM]
O=C(CN1CCCC1)Nc1ccc(Br)cc1[N+](=O)[O-],-4%[76.3 µM]
CC(CNc1nc2ccccc2n2cnnc12)c1ccccc1 (stereo not drawn),1%
CCOC(=O)Nc1ccc2c(c1)N(C(=O)CCN(CC)CC)c1ccccc1CC2,21%[76.3 µM]
C=CCNC(=O)COCc1cc(-c2ccc3c(c2)OCO3)on1,7%
O=C(NN1CC(C(=O)OCc2ccc(Br)cc2)CC1=O)c1ccccc1 (stereo not drawn),-4%[76.3 µM]
CCOc1ccc(CCNC(=O)CCc2c(C)nc3c(-c4ccccc4)c(C)nn3c2C)cc1OCC,-7%[76.3 µM]
Cn1nccc1C(=O)NC1CC(C)(C)Cc2c1cnn2-c1ccc(F)cc1 (stereo not drawn),4%[76.3 µM]
CC(=O)c1nc2ccccc2n1Cc1ccccc1,4%

# Looked up above:
# Result of COc1ccc(CCNC(=O)c2oc3ccc(OC)cc3c2C)cc1 in GAA glycogen: -6%[76.3 µM]
# Result of Cc1ccc(S(=O)(=O)c2cn(C)c3cc(N4CCN(C)CC4)c(F)cc3c2=O)cc1 in GAA glycogen: -3%&0%[76.3 µM]
# Result of O=C(CN1CCCC1)Nc1ccc(Br)cc1[N+](=O)[O-] in GAA glycogen: -4%[76.3 µM]

# Continuation.
SMILES,GAA glycogen
COC(=O)[C@H](C)NC(=O)N1CCC(Cc2ccccc2)CC1,6%
CCc1c(C(=O)N/N=C/c2sccc2C)nnn1-c1nonc1N,?
CCn1cc(C(=O)Nc2ccc(C(C)C)cc2)c2cc(OC)c(OC)cc2c1=O,-9%[76.3 µM]
CC(=O)N1c2ccc(S(=O)(=O)N3CCCC(C(=O)NCc4ccccc4)C3)cc2CC1C (stereo not drawn),-18%[76.3 µM]
Cc1ccc(O)c(-c2[nH]ncc2C(=O)c2ccc(Br)cc2)c1,-4%
CCCCNC(=O)CSc1nc2nc(C)c(Cc3c(F)cccc3Cl)c(C)n2n1,9%[76.3 µM]
CC(C)OCCCNC(=O)CSc1c2c(nc3ccc(Cl)cc13)CCCC2,16%[76.3 µM]
O=C1C2=C(Nc3ccccc3SC2c2ccc(C(F)(F)F)cc2)c2ccccc21 (stereo not drawn),4%[76.3 µM]
Cc1ccc(S(=O)(=O)NCC(=O)N(CC2CCCO2)C(C(=O)NCC2CCCO2)C(C)C)cc1 (stereo not drawn),-2%
CCOc1ccccc1Oc1nc(-c2ccccc2O)nc2ccccc12,2%
CCc1cccc(OCC(=O)Nc2ccc(S(=O)(=O)Nc3cc(C)nc(C)n3)cc2)c1,-5%[76.3 µM]
CC(=O)c1ccc(OCc2cc(C(=O)N(C)Cc3ccccn3)no2)cc1,-3%[76.3 µM]
O=C(CCc1ccccc1)Nc1ccc(S(=O)(=O)Nc2nccs2)cc1,12%
Cc1ccc(C)c(Nc2nc(-c3ccccc3)c3cc(Br)ccc3n2)c1,-12%[76.3 µM]
Cc1cc(C)c(S(=O)(=O)N2CCOC2CNC(=O)C(=O)NCCc2ccc(S(N)(=O)=O)cc2)c(C)c1 (stereo not drawn),-2%[76.3 µM]
O=C(CC1C(=O)OCCN1Cc1ccccc1)Nc1ccc(F)cc1 (stereo not drawn),-5%[76.3 µM]
O=C1OC(N2C(=O)CC[C@H]2C(=O)Nc2ccc(F)c(F)c2)c2ccccc21 (stereo partly drawn),-23%[76.3 µM]
COc1ccccc1NC(=O)c1sc(Cl)nc1C,-13%[76.3 µM]
CSc1ccc(C2c3c(-c4ccccc4O)n[nH]c3C(=O)N2Cc2ccncc2)cc1 (stereo not drawn),2%[76.3 µM]
COCCC1CCCCN1C(=O)c1cc(COc2ccc(C)nc2)on1 (stereo not drawn),-5%[76.3 µM]
CCCSc1nc2cc(S(=O)(=O)N3CCOCC3)ccc2n1CC,-9%[76.3 µM]
Cc1nc2c(-c3ccccc3)c(C)nn2c(C)c1CCC(=O)NCc1ccccc1,17%[76.3 µM]
CCOc1ccc(-c2nonc2NC(=O)c2oc3ccc(CC)cc3c2C)cc1,-8%[76.3 µM]
O=C1NC(=O)/C(=C\c2ccc(Br)o2)S1,-5%
O=C1CNC(=S)N1CCCc1ccccc1,3%[76.3 µM]

# Some of the entries so far, with the structure last.
GAA glycogen,SMILES
-5%[76.3 µM],COCCC1CCCCN1C(=O)c1cc(COc2ccc(C)nc2)on1 (stereo not drawn)
-2%[76.3 µM],Cc1cc(C)c(S(=O)(=O)N2CCOC2CNC(=O)C(=O)NCCc2ccc(S(N)(=O)=O)cc2)c(C)c1 (stereo not drawn)

# Going on with the list.
SMILES,GAA glycogen
O=c1c2ccccc2cnn1Cc1nnc(-c2cccs2)o1,-7%[76.3 µM]
CC(NC(=O)CN1C(=O)c2ccccc2C1=O)c1ccccc1 (stereo not drawn),-10%
Cc1ccc(C)c(N2CCN(C(=O)Cn3ncc4c(=O)oc5ccccc5c43)CC2)c1,-12%[76.3 µM]
COc1cc(OC)cc(C(=O)NCC(=O)Nc2ccc(-c3ccccc3)cc2)c1,-14%
O=C(NC(=S)Nc1cccc2cc(O)ccc12)c1ccco1,-7%[76.3 µM]
Cc1cc(C)c(C)c(S(=O)(=O)NCc2ccc(C(=O)NCC3CCCO3)cc2)c1C (stereo not drawn),-4%[76.3 µM]
CC1CCC(NC(=O)c2ccc3c(c2)N(Cc2ccccc2F)C(=O)c2ccccc2S3=O)CC1 (stereo not drawn),9%[76.3 µM]
CCCCNC(=O)c1nn(C)c2c1CSc1ccccc1-2,-9%[76.3 µM]
Cc1ccc(NS(=O)(=O)c2ccc(-n3cccn3)cc2)cc1F,6%[76.3 µM]
Cc1ccc2onc(CC(=O)N(C)c3ccccc3)c2c1,-5%[76.3 µM]
Cc1ccc(C)c(Cn2c(=O)n(Cc3ccc(C(=O)NC4CCN(Cc5ccccc5)CC4)cc3)c(=O)c3ccccc32)c1,-7%[76.3 µM]
COc1ccccc1CNC(=O)c1cc2sccc2n1Cc1ccc(F)cc1,-9%[76.3 µM]
CCOC(=O)C1(Cc2ccccc2C)CCCN(C(=O)c2ccc3nccnc3c2)C1 (stereo not drawn),-10%[76.3 µM]
COC(=O)c1cc2oc3ccccc3c2n1CC(=O)Nc1ccc(OC)c(OC)c1OC,16%[76.3 µM]
CCOC(=O)N1CCN(C(=O)c2cc3c(=O)n4ccccc4nc3s2)CC1,-6%[76.3 µM]
O=C(Nc1nc2ccccc2[nH]1)c1cccc(F)c1,10%
COc1ccc(Cl)cc1S(=O)(=O)NC(C)C(=O)NCc1cccnc1 (stereo not drawn),0%
CCCCCCN1CC(=O)N2Cc3[nH]c4ccccc4c3C[C@H]2C1=O,0%
CCOCCCN(CCC#N)C(=O)C1CCN(S(=O)(=O)c2ccc(-n3cnnn3)cc2)CC1,-6%
COc1ccc(/C=C/C(=O)NC(=S)Nc2ccc(Br)cn2)cc1,1%
CSc1ccc(/C=N/S(=O)(=O)c2ccccc2)cc1,2%
Cc1ccc(-n2c(-c3ccccc3)n[nH]c2=S)c(C)c1,9%[76.3 µM]
O=C(Nc1ccc2c(c1)OCO2)Nc1ccccc1F,-12%[76.3 µM]
Cc1ccc(C2C=C(c3ccccc3)Nc3nc(NS(C)(=O)=O)nn32)cc1 (stereo not drawn),-1%[76.3 µM]
CCC1CCCCN1CCCNC(=O)c1ccc2c(c1)N(Cc1ccc(Cl)cc1)C(=O)c1ccccc1S2(=O)=O (stereo not drawn),-6%[76.3 µM]
SMILES,GAA glycogen
COc1ccc(-c2nc3scc(CCNC(=O)c4cc(OC)cc(OC)c4)n3n2)cc1,12%[76.3 µM]
CCCCN1CCN=C1Nc1ccccc1,1%[76.3 µM]
CCN(CC)C(=O)Cn1c(=O)n(CCCCCC(=O)NCc2ccc(C)cc2)c(=O)c2sccc21,-6%[76.3 µM]
CC(=O)Nc1cccc(NC(=S)Nc2cccc3ccccc23)c1,0%[76.3 µM]
O=C(CN1C(=O)c2ccccc2C1=O)Oc1ccc(Cl)cc1,-11%
O=[N+]([O-])c1ccc(/C=N\NS(=O)(=O)c2ccc(F)cc2)o1,-1%[76.3 µM]
CCCCC(CC)CNC(=O)c1ccc(Cn2c(=O)[nH]c3cc(OC)c(OC)cc3c2=O)cc1 (stereo not drawn),-3%[76.3 µM]
O=C(N/C(=C/c1cccc([N+](=O)[O-])c1)C(=O)N1CCOCC1)c1ccccc1Br,3%[76.3 µM]
Fc1ccc(COc2ccc(-c3nnco3)cc2)c(Cl)c1,0%[76.3 µM]
COc1ccc(NS(=O)(=O)c2c(C)n(C)c(=O)n(C)c2=O)cc1,5%[76.3 µM]
Cc1ccc(Cc2cn3cc(-c4ccc(F)cc4)nc3s2)cc1,0%[76.3 µM]
Cc1cccc(OCCC(=O)Nc2ccc(Cl)cc2F)c1,-8%[76.3 µM]
Cc1c(C(=O)N(Cc2ccc(Cl)cc2)C2CCS(=O)(=O)C2)oc2ccccc12 (stereo not drawn),-9%
CC1(C)COCN1C(=O)c1ccc(C#N)cc1,0%
COc1ccc(OC)c(CCNC(=O)c2cc3c(-c4ccccc4F)nn(C)c3s2)c1,-11%[76.3 µM]
Cc1oc(-c2ccccc2F)nc1CS(=O)(=O)CC(=O)NCc1ccccc1Cl,12%[76.3 µM]
Cc1ccc(NC(=O)CSc2nc3ccc(NC(=O)c4ccco4)cc3s2)c(C)c1,11%[76.3 µM]
COC(=O)c1ccccc1NC(=O)c1cc(-c2ccco2)on1,-19%
COc1ccc(C(=O)Nc2c3c(nn2-c2ccc([N+](=O)[O-])cc2)CS(=O)(=O)C3)cc1,1%[76.3 µM]
CCCCc1nc(N2CCN(C(=O)c3ccco3)CC2)c(C#N)c2c1CCCC2,-2%[76.3 µM]
COCCNc1ccc(-c2nc(-c3cccc(C)c3)no2)cc1[N+](=O)[O-],14%[76.3 µM]
NC1=NC(=O)/C(=C/c2ccc(Cl)cc2Cl)S1,-2%
COc1c(-c2ccc([N+](=O)[O-])cc2[N+](=O)[O-])c(=O)n(C)c(=O)n1C,8%
CCCCc1nc2cc(C(=O)N3CCN(c4cnccn4)CC3)ccc2o1,0%[76.3 µM]
CC1CCN(C(=O)CSc2ccc(-c3ccc4c(c3)OCCO4)nn2)CC1,0%

# By substructure: the compounds so far with a nitro group on carbon
SMILES,GAA glycogen
O=C(CN1CCCC1)Nc1ccc(Br)cc1[N+](=O)[O-],-4%[76.3 µM]
O=[N+]([O-])c1ccc(/C=N\NS(=O)(=O)c2ccc(F)cc2)o1,-1%[76.3 µM]
O=C(N/C(=C/c1cccc([N+](=O)[O-])c1)C(=O)N1CCOCC1)c1ccccc1Br,3%[76.3 µM]
COc1ccc(C(=O)Nc2c3c(nn2-c2ccc([N+](=O)[O-])cc2)CS(=O)(=O)C3)cc1,1%[76.3 µM]
COCCNc1ccc(-c2nc(-c3cccc(C)c3)no2)cc1[N+](=O)[O-],14%[76.3 µM]
COc1c(-c2ccc([N+](=O)[O-])cc2[N+](=O)[O-])c(=O)n(C)c(=O)n1C,8%

# The results go on.
SMILES,GAA glycogen
Cc1ccccc1CNC(=O)COc1ccccc1,2%[76.3 µM]
Cc1ccc(Cn2c(N3CCNCC3)nc3c2c(=O)[nH]c(=O)n3C)cc1,-3%[76.3 µM]
Cc1cc(-c2ccc(S(=O)(=O)N3CCN(C)CC3)s2)on1,-3%[76.3 µM]
COc1ccc2nc3oc(C(=O)N4CCN(c5cc(C)ccc5C)CC4)cc3cc2c1,-1%[76.3 µM]
Cc1cc2c(cc3c(SCc4ccc(Cl)cc4)nncn32)o1,?
O=C(N/N=C/c1cccnc1)c1sc2ccccc2c1Cl,4%[76.3 µM]
CCc1ccc2occ(CC(=O)Nc3c(C(=O)Nc4ccc(OC)cc4)oc4ccccc34)c2c1,12%[76.3 µM]

# In the list so far, 2 contain a CF3 group:
SMILES,GAA glycogen
C=C(C)COc1ccc(-c2ncnc(C(F)(F)F)c2-c2ccccc2)c(O)c1,-3%
O=C1C2=C(Nc3ccccc3SC2c2ccc(C(F)(F)F)cc2)c2ccccc21 (stereo not drawn),4%[76.3 µM]
